Assay outcomes: PubChem BioAssay, National Center for Advancing Translational Sciences (NCATS)
LmPK inhibitor: inhibitors of Leishmania mexicana pyruvate kinase; Q27686; purified LmPK, Kinase-Glo ATP luminescence, 1 h; Potency, µM (titrated, usually from 57.5 µM), without a hit: at the top dose activity change, negative = inhibition, hits mostly inhibitors; 290,000 compounds, 0.37% hits; AID 1721; further: potency means the concentration at half of the fitted maximal effect; on the % scale 0 is the no-effect control and ±100 the full control effect
Target sequence (Q27686 whole entry, looked up): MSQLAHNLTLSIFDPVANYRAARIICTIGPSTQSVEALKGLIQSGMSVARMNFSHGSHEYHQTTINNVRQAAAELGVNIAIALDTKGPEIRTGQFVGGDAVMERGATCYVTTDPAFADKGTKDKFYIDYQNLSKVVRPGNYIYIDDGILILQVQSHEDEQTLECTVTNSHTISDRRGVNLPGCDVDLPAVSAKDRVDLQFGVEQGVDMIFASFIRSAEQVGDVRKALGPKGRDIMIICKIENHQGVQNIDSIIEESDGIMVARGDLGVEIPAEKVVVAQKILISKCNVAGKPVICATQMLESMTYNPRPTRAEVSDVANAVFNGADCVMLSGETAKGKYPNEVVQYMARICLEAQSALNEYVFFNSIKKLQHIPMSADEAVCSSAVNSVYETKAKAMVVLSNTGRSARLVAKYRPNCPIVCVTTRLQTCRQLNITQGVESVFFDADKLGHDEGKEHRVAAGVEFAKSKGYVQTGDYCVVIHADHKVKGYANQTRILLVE
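qHTS format; LmPK 0.1 nM; substrates PEP 0.5 mM and ADP 0.1 mM. One-hour room-temperature incubation, then coupled luciferase luminescence; 0.5 nM enzyme wells mark activation.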
Cycloheximide cs: counter-screen for Shiga toxin inhibitors: cycloheximide protein synthesis inhibition; cell reporter, cycloheximide protein synthesis inhibition counterscreen; max response, %; 300,000 compounds, 12% hits; AID 2314; in the data active means max response mostly above about 13%, no sharp cut-off; inactive means mostly below about 14%; further: read at 38.3 µM for the half of the compounds with a filed dose; 0% is about no effect
Shiga toxin inh: blocks Shiga toxin action in Vero cells. Vero cells, Shiga toxin protein synthesis inhibition reporter. inhibition, % at 38.7 µM. 290,000 compounds, 9.2% hits. AID 2315; in the data active means inhibition mostly above about 28%, no sharp cut-off; inactive means mostly below about 43%; further: 0% is about no effect
AmpC no deterg: blocks E. coli AmpC beta-lactamase in detergent-free assay; AmpC nitrocefin hydrolysis, absorbance 480 nm, 0.0001% Triton; 330,000 compounds, 0.52% hits; Potency, µM (titrated, usually from 57.1 µM), without a hit: at the top dose activity change, negative = inhibition, hits mostly inhibitors; AID 485341;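 further: potency means the concentration at half of the fitted maximal effect; plate controls were no compound for no effect and no enzyme for full effect; nearly all actives have a fitted effect of over 20% in size; some results filed as inactive show a strong effect at the top dose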
Target sequence (P00811 whole entry, looked up): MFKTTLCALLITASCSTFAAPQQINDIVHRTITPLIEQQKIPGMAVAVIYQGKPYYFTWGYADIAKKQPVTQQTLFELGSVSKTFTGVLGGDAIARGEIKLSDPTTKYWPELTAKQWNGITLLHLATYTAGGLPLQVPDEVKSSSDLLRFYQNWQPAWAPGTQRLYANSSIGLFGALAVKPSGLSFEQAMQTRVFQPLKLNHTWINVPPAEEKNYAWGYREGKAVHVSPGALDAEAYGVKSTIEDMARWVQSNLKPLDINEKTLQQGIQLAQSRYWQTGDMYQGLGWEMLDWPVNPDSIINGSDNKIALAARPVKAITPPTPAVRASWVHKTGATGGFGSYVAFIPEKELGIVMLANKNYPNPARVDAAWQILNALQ
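AmpC (5.3 nM in the dispensed reagent) in 20 mM phosphate pH 7.0 with 0.01% (detergent screen) or 0.0001% Triton X-100 was preincubated with compounds for 15 min at room temperature. Nitrocefin was then added from an 800 uM solution, and hydrolysis was followed at 480 nm.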
Pf growth 96h: inhibits malaria parasite growth, 96 h | 320,000 compounds, 6.9% hits | Potency, µM (titrated, usually from 28.7 µM), for inactives: top-dose activity change, negative = inhibition, most hits filed as inhibitors | P. falciparum luciferase reporter growth, 96 h; further: potency means the concentration at half of the fitted maximal effect; on the % scale 0 is the no-effect control and ±100 the full control effect
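Luminescence readout: decreased luciferase signal marks inhibited growth of reporter-expressing P. falciparum in infected red cells (2% hematocrit, 0.05% parasitemia final), exposed to compound two generations (96 h, 37 C, 5% CO2).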
Pf growth 48h: P. falciparum growth inhibition at 48 hours (one generation). P. falciparum luciferase growth in erythrocytes, 48 h. Potency, µM (highest dose often 28.7 µM), for inactives: top-dose activity change, negative = inhibition, most hits filed as inhibitors. 310,000 compounds, 5.9% hits. AID 504832; further: potency means the concentration at half of the fitted maximal effect; on the % scale 0 is the no-effect control and ±100 the full control effect
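Read-out is firefly luciferase luminescence from an integrated reporter in P. falciparum, so falling signal marks reduced parasite growth. Infected erythrocytes were at 2% hematocrit and 0.1% parasitemia (final) in Albumax-supplemented RPMI 1640.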
Tb PYK inh: inhibitors of Trypanosoma brucei pyruvate kinase; 410,000 compounds, 0.12% hits; TbPYK enzyme, Kinase-Glo Plus ATP luminescence, 45 min; Q57TT1; AID 624173; Potency, µM (highest dose often 76.8 µM), inactives show at the highest dose activity, negative = inhibition, most hits filed as inhibitors; further: potency means the concentration at half of the fitted maximal effect; on the % scale 0 is the no-effect control and ±100 the full control effect; nearly all actives have a fitted effect of over 50% in size
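Screened from lowest to highest concentration, compounds were pinned into TbPYK/substrate mixtures, and ADP (130 uM final) was added. Plates sat at room temperature for 45 min prior to Kinase-Glo Plus detection by luminescence.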
* = called active by the depositor; ? = inconclusive; · = not tested or not shown; & = joins results of further samples; [ ] = remark or other dose. Unless noted, the call rests on the fitted dose curve; in most records, active means well fitted curve in the direction sought with a large enough effect; inconclusive means small, poorly fitted or top-dose-only effect, or another doubt; inactive means no such curve, though single readings can be large; an effect the other way counts as inactive or inconclusive.

Preview (eleven entries):
SMILES | LmPK inhibitor | Cycloheximide cs | Shiga toxin inh | AmpC no deterg | Pf growth 96h | Pf growth 48h | Tb PYK inh
Cn1c(=O)[nH]c(=O)c2c1nc(NCCO)n2CCOc1ccccc1 | 0% | -2 | -6 | -13% | 6% | 2% | 4%
O=C(NCCSc1ncc(-c2ccc(F)cc2)[nH]1)c1ccc2c(c1)OCO2 | · | · | · | -20% | 9% | 10% | 1%
COc1ccc2ccccc2c1CNc1nnnn1C | 0% | -3 | -6 | -23% | 22% | -3% | 6%
O=C1COc2ccc(C(=O)CSc3nnc(Cc4ccccc4)o3)cc2N1 | · | · | · | -35% | 4% | 1% | 2%
Cc1nn(-c2cccc(Cl)c2)nc1C(=O)O | 2% | 9 | 21 | -19% | -1% | 69%[activator] | 6%
O=C(NCCc1ccccc1)C(=O)NCC1OCCN1S(=O)(=O)c1cccs1 (stereo not drawn) | -8% | 8.9* | 15 | -13% | 9% | 5% | -9%
C=CCSC1=N/C(=C\c2ccc(C)o2)C(=O)S1 | 13% | 2 | -10 | -31% | 53%[activator] | · | -4%
COc1ccc(CCNC(=O)C2CC(=O)N(c3ccc(C)cc3)C2)cc1OC (stereo not drawn) | 0% | -3 | -8 | 16% | 7% | -5% | 0%
CCOC(=O)C(C)Oc1ncnc2cccc(F)c12 (stereo not drawn) | 0% | -6 | -6 | -15% | 0% | 7% | 3%
CC(CC(=O)NCC1CCCO1)c1ccccc1 (stereo not drawn) | 0% | -9 | -11 | -48% | 57%[activator] | 0% | 0%
COc1ccc(NC(=O)Nc2ncn(Cc3cccc(C(F)(F)F)c3)n2)cc1OC | 4% | -3 | -3 | 21% | -12% | -5% | ·

Results, from the start:
SMILES | LmPK inhibitor | Cycloheximide cs | Shiga toxin inh | AmpC no deterg | Pf growth 96h | Pf growth 48h | Tb PYK inh
Cn1c(=O)[nH]c(=O)c2c1nc(NCCO)n2CCOc1ccccc1 | 0% | -2 | -6 | -13% | 6% | 2% | 4%
O=C(NCCSc1ncc(-c2ccc(F)cc2)[nH]1)c1ccc2c(c1)OCO2 | · | · | · | -20% | 9% | 10% | 1%
COc1ccc2ccccc2c1CNc1nnnn1C | 0% | -3 | -6 | -23% | 22% | -3% | 6%
O=C1COc2ccc(C(=O)CSc3nnc(Cc4ccccc4)o3)cc2N1 | · | · | · | -35% | 4% | 1% | 2%
Cc1nn(-c2cccc(Cl)c2)nc1C(=O)O | 2% | 9 | 21 | -19% | -1% | 69%[activator] | 6%
O=C(NCCc1ccccc1)C(=O)NCC1OCCN1S(=O)(=O)c1cccs1 (stereo not drawn) | -8% | 8.9* | 15 | -13% | 9% | 5% | -9%
C=CCSC1=N/C(=C\c2ccc(C)o2)C(=O)S1 | 13% | 2 | -10 | -31% | 53%[activator] | · | -4%
COc1ccc(CCNC(=O)C2CC(=O)N(c3ccc(C)cc3)C2)cc1OC (stereo not drawn) | 0% | -3 | -8 | 16% | 7% | -5% | 0%
CCOC(=O)C(C)Oc1ncnc2cccc(F)c12 (stereo not drawn) | 0% | -6 | -6 | -15% | 0% | 7% | 3%
CC(CC(=O)NCC1CCCO1)c1ccccc1 (stereo not drawn) | 0% | -9 | -11 | -48% | 57%[activator] | 0% | 0%

Profiles, looked up by structure:
Cc1nn(-c2cccc(Cl)c2)nc1C(=O)O as listed: LmPK inhibitor = 2%; Cycloheximide cs = 9; Shiga toxin inh = 21; AmpC no deterg = -19%; Pf growth 96h = -1%; Pf growth 48h = 69%[activator]; Tb PYK inh = 6%
CC(CC(=O)NCC1CCCO1)c1ccccc1 (stereo not drawn) as listed: LmPK inhibitor = 0%; Cycloheximide cs = -9; Shiga toxin inh = -11; AmpC no deterg = -48%; Pf growth 96h = 57%[activator]; Pf growth 48h = 0%; Tb PYK inh = 0%

Continued.
SMILES | LmPK inhibitor | Cycloheximide cs | Shiga toxin inh | AmpC no deterg | Pf growth 96h | Pf growth 48h | Tb PYK inh
COc1ccc(NC(=O)Nc2ncn(Cc3cccc(C(F)(F)F)c3)n2)cc1OC | 4% | -3 | -3 | 21% | -12% | -5% | ·
CNC(=O)c1ccsc1NC(=O)C1CCN(S(=O)(=O)c2cccs2)CC1 | · | · | · | -35% | 5% | ? | 0%
CN1CCN(C2CCN(Cc3ccc(O)c4ncccc34)CC2)CC1 | · | · | · | -11%&-5% | ? | ? | 3%
Cc1nnc(SCC(=O)N(C)C2CCS(=O)(=O)C2)n1Cc1ccccc1 (stereo not drawn) | 4% | -5 | -7 | -10% | -3%[1.15 µM] | 8% | -13%
CCOC(=O)c1[nH]c2ccc(OC)cc2c1NC(=O)c1nonc1C | 4% | -6 | -19 | -11% | -11% | -5% | 4%
Cc1c(N/C(=N/S(=O)(=O)c2ccc(F)cc2)c2ccccc2)c(=O)n(-c2ccccc2)n1C | 1% | -2 | -3 | 0% | 9% | -4% | 2%
CC(C)=CCC/C(C)=C/C(=O)O | -2% | -5 | -12 | 0% | 39%[activator] | -8% | -1%
CN1CCN(NC(=O)c2ccc(Cl)cc2Cl)CC1 | -2% | 2 | 3 | -18% | -18% | 14% | 4%
Cc1ccc(N2C(=O)c3ccccc3C2Nc2cccnc2)nc1 (stereo not drawn) | 0% | 36* | 46 | -24% | -1% | 23% | -13%
CC1CCN(S(=O)(=O)c2ccc(NC(=O)CN3CCCC(C)C3)cc2)CC1 (stereo not drawn) | 2% | -2 | 20 | -3% | 12µM* | · | -3%
FC(F)(F)c1ccccc1Nc1nccs1 | -18% | -5 | -21 | -1% | 0% | 1% | ?
CN(C)c1ccc(/C=N/N=C/c2ccccc2O)cc1 | -8% | 76* | 171* | -22% | 197%[activator] | 79%[activator] | -15%
CC1(C)CC(=O)c2sc(NS(=O)(=O)c3ccc(F)cc3)nc2C1 | 1% | 4 | -3 | -12% | ? | -12% | -9%
O=C(Cn1nnc(-c2ccc(F)cc2)n1)Nc1cccc(S(=O)(=O)N2CCCC2)c1 | · | · | · | -26% | 13µM* | ? | -3%
CCCCCCCCCn1cc(C(C)=O)c(=O)[nH]c1=O | -2% | -1 | -8 | -14% | 145%[activator] | 36%[activator] | 2%
CCCCC(=O)NNC(=S)NC(=O)C(c1ccccc1)c1ccccc1 | 0% | 5 | 13 | -22% | -13% | ? | -1%
O=C(CSc1nc(-c2ccccc2F)nc2nc[nH]c12)Nc1c(Cl)cc(Cl)cc1Cl | 2% | -2 | -12 | -15% | -8% | -8% | ·
CCCC(C(=O)NCc1ccco1)N(CC1CCCO1)C(=O)CNS(=O)(=O)c1ccc(F)cc1 (stereo not drawn) | 1% | -4 | -6 | 38%[activator] | -20% | -26% | 0%
Cc1ccccc1COC(=O)CNC(=O)c1sc2ccccc2c1Cl | · | · | · | -4% | 0% | 26% | -11%
COc1ccc(CN(Cc2cccnc2)C(=S)NCCc2ccccc2)cc1OC | 1% | -2 | -13 | 191%[activator] | 15µM* | ? | ·
COc1ccc(C(C(=O)NC(C)(C)C)N(Cc2ccc(F)cc2)C(=O)CCC(=O)Nc2cc(C)on2)cc1 (stereo not drawn) | 7% | 0 | -4 | 95%[activator] | 11% | ? | 5%
CCCNC(=S)N1CCN(CC)CC1 | -6% | -1 | -5 | -14% | ? | 5% | -8%
Cc1ccc(CNC(=O)Nc2ccc(Cl)cc2)cc1 | -8% | 17* | 20 | -12% | 3% | 55%[activator] | 1%
N#CC1=C(N)NC(SCc2ccccc2)=C(C#N)C12CCCCC2 | 1% | -1 | 25 | -42% | 3% | -29% | -12%
Cc1cc(C)c(NC(=O)CS(=O)CC(=O)NCC2CCCO2)c(C)c1 (stereo not drawn) | 0% | 5 | -11 | -2% | -3%[5.75 µM] | 23% | 1%
CCN(CC)S(=O)(=O)c1ccc(C)c(NC(=S)N2CCN(c3ccccn3)CC2)c1 | -2% | -2 | 1 | 25% | -26% | ? | -16%
COc1ccc(Cc2nc3ccc(C(=O)N4CCCC4)cc3o2)cc1OC | 1% | 13 | 36* | 40% | 0% | ? | -3%
CCNc1nc(NCC)nc(Nn2cnnc2)n1 | 2% | -6 | -17 | -15% | 13% | · | -2%
CCc1cc(C(=O)NCC(c2cccs2)N2CCOCC2)sc1C (stereo not drawn) | · | · | · | 18% | ? | -4% | -16%
COc1ccc(CNC(=O)C2CCN(C(=O)c3ccc(-c4ccccc4)cc3)CC2)cc1 | -3% | -2 | -4 | 126%[activator] | -99% | -24% | 0%
COc1ccc(/C=C(\C#N)C(=O)OCC(=O)NCc2ccccc2Cl)cc1 | 2% | 1 | -2 | -24% | 17% | ? | -2%
CC1(C)CC(=O)C(C=NCCN2CCN(C3CC(=O)N(c4cccc(Br)c4)C3=O)CC2)=C(O)C1 (stereo not drawn) | -4% | -1 | -19 | 38% | -13% | -1% | -6%
CCN(CC(=O)NC1CCS(=O)(=O)C1)S(=O)(=O)c1ccc(C)c(C)c1 (stereo not drawn) | 2% | 3 | 5 | -1% | 3% | 0% | -8%
CN(C)c1ccc(N=Cc2nc(-c3ccccc3)oc2OC(=O)c2ccccc2)cc1 | -1% | 34* | 34* | -46% | 157%[activator] | 166%[activator] | -1%
O=C(c1ccc(Cl)c(Cl)c1)N1CCN(c2ccccn2)CC1 | -3% | 1 | -7 | 14% | ? | -2% | 3%
O=C(O)c1cccc(S(=O)(=O)Nc2ccc(S(=O)(=O)N3CCOCC3)cc2)c1 | 1% | 0 | -1 | -15% | -16% | 25% | 6%
O=C(C1CCN(S(=O)(=O)c2ccc(Br)s2)CC1)N1CCN(c2ccccc2)CC1 | 5% | -2 | 14 | 53% | 22% | 1% | 0%&0%
CC(O)CCC(=O)NNC(=S)Nc1ccccc1 (stereo not drawn) | 0% | 4 | 5 | -10% | -20% | 13% | -9%
CCn1c(/C(C#N)=N/O)nc2ccccc21 | 1% | 0 | 10 | ? | 1% | 20% | 2%
CCc1cccc(C)c1NC(=O)C1CC=CCC1C(=O)O (stereo not drawn) | 4% | 4 | -18 | 17% | 14% | 3% | 1%
Cn1cc(Cl)c(C(=O)OCC(=O)Nc2ccc(S(N)(=O)=O)cc2)n1 | 3% | -6 | -8 | -11% | ? | 1% | 2%
CCOc1ccc(Cn2c(=O)oc3ccc(C)cc32)cc1OC | 2% | -3 | -7 | 18% | -16% | -19% | 2%
NC(=O)NC(Cc1ccccc1)C(=O)NCCCSc1ccccc1 (stereo not drawn) | -1% | -8 | -9 | 3% | 10% | -6% | 3%

Not a hit list; 22% or so of the library scored in one or more.
